# Tb PYK inh = blocks Trypanosoma brucei pyruvate kinase | Q57TT1 | TbPYK enzyme, Kinase-Glo Plus ATP luminescence, 45 min | Potency, µM (top dose mostly 76.8 µM), for inactives: at the highest dose activity, negative = inhibition, hits mostly inhibitors | 410,000 tested, 0.12% active | AID 624173; further: potency means the concentration at half of the fitted maximal effect; on the % scale 0 is the no-effect control and ±100 the full control effect; nearly all actives have a fitted effect of over 50% in size
#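 Assay buffer: 50 mM TEA pH 7.2, 100 mM KCl, 10 mM MgCl2, 0.05% BSA, 0.01% Tween-20. Pyruvate kinase from T. brucei plus substrate met compound, then ADP (130 uM final). Luminescence was read post 45 min RT.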
# AMA1-RON2 inh = AMA1-RON2 (P. falciparum) interaction inhibition | AlphaScreen AMA1-biotinylated RON2 peptide binding | Potency, µM (doses to about 58.2 µM), for inactives: top-dose activity change, negative = inhibition, actives largely listed as inhibitors | 360,000 tested, 0.2% active | AID 720542;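 further: potency means the concentration at half of the fitted maximal effect; 0% = vehicle wells and -100% = peptide control; nearly all actives have a fitted effect of over 45% in size; some results filed as inactive show a strong effect at the top dose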
#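 AMA1 (3D7) with his tag at 25 nM final met compounds first, then biotinylated RON2 peptide at 25 nM; detection used donor plus acceptor beads, 10 µg/mL apiece, read by AlphaScreen after 30 min at room temperature.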
# Pf growth 96h = P. falciparum growth inhibition at 96 hour, primary screen for plastid delayed-death inhibitors; Potency, µM (doses to about 28.7 µM), inactives show top-dose activity change, negative = inhibition, hits mostly inhibitors; P. falciparum luciferase reporter growth, 96 h; 320,000 tested, 6.9% active; further: potency means the concentration at half of the fitted maximal effect; on the % scale 0 is the no-effect control and ±100 the full control effect
#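 96 h incubation, 37 C, 5% CO2, of luciferase-reporter P. falciparum-infected RBCs (2% hematocrit, 0.05% parasitemia final) with test compounds; endpoint luminescence.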
# Pf growth 48h = P. falciparum growth inhibition at 48 hours (one generation) | AID 504832 | P. falciparum luciferase growth in erythrocytes, 48 h | 310,000 tested, 5.9% active | Potency, µM (titrated, usually from 28.7 µM), for the others: at the top dose activity change, negative = inhibition, usual class: inhibitors; further: potency means the concentration at half of the fitted maximal effect; on the % scale 0 is the no-effect control and ±100 the full control effect
#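 Here the parasites carry a stable luciferase gene and grow inside erythrocytes in Albumax-based RPMI medium with compound for one erythrocytic cycle. Activity is scored as loss of luminescent signal.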
# LmPK inhibitor = blocks Leishmania mexicana pyruvate kinase activity; Q27686; purified LmPK, Kinase-Glo ATP luminescence, 1 h; Potency, µM (doses to about 57.5 µM), for inactives: top-dose activity change, negative = inhibition, hits mostly inhibitors; 290,000 tested, 0.37% active; further: potency means the concentration at half of the fitted maximal effect; on the % scale 0 is the no-effect control and ±100 the full control effect
# Target sequence (Q27686 whole entry, looked up): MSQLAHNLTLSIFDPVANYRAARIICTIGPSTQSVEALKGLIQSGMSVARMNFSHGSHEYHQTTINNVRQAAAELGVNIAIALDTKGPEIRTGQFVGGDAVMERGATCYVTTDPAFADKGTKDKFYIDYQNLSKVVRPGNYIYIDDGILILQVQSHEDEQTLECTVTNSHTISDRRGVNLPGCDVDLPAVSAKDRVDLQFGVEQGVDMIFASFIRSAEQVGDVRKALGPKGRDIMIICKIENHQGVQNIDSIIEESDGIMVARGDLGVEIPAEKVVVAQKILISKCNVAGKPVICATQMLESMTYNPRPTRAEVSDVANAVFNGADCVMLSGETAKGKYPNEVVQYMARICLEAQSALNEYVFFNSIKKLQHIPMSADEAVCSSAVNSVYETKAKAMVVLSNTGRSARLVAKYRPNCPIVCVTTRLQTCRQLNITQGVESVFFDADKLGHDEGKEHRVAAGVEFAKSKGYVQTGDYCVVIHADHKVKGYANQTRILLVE
#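 Kinase-Glo luminescence read after 1 h RT reaction of 0.1 nM LmPK with 0.5 mM PEP and 0.1 mM ADP. Activity scaled between uninhibited and enzyme-free controls.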
# CHX counter = counter-screen hit for Shiga toxin inhibitors, cycloheximide; cell reporter, cycloheximide protein synthesis inhibition counterscreen; max response, %; 300,000 tested, 12% active; in the data active means max response mostly above about 13%, no sharp cut-off; inactive means mostly below about 14%; further: read at 38.3 µM for the half of the compounds with a filed dose; 0% is about no effect
# Shiga inhibitor = blocks Shiga toxin action in Vero cells | 290,000 tested, 9.2% active | Vero cells, Shiga toxin protein synthesis inhibition reporter | inhibition, % at 38.7 µM | AID 2315; in the data active means inhibition mostly above about 28%, no sharp cut-off; inactive means mostly below about 43%; further: 0% is about no effect
# * hit, by the source's call; ? = inconclusive; . = not tested or not shown; & = joins results of further samples; [ ] = dose if it differs, or a comment. Unless noted, the call rests on the fitted dose curve; in most records, active means well fitted curve in the direction sought with a large enough effect; inconclusive means small, poorly fitted or top-dose-only effect, or another doubt; inactive means no such curve, though single readings can be large; an effect the other way counts as inactive or inconclusive.
# Start of the listing, in advance:
SMILES,Tb PYK inh,AMA1-RON2 inh,Pf growth 96h,Pf growth 48h,LmPK inhibitor,CHX counter,Shiga inhibitor
CCc1ccc(C(=O)OCC(=O)Nc2cccc(S(=O)(=O)NC3=NCCCCC3)c2)cc1,0%,11%,10µM*,10µM*,0%,-1,-7
COc1ccc(-n2c(SCC(=O)Nc3nccs3)nnc2-c2ccccc2)cc1,-9%,-3%,?,.,5%,1,1
O=C1ON=C(c2ccc(Cl)c([N+](=O)[O-])c2)/C1=C/c1cccc([N+](=O)[O-])c1O,-6%,-1%,34%[activator],7%,.,.,.

# The list itself, repeating the preview:
SMILES,Tb PYK inh,AMA1-RON2 inh,Pf growth 96h,Pf growth 48h,LmPK inhibitor,CHX counter,Shiga inhibitor
CCc1ccc(C(=O)OCC(=O)Nc2cccc(S(=O)(=O)NC3=NCCCCC3)c2)cc1,0%,11%,10µM*,10µM*,0%,-1,-7
COc1ccc(-n2c(SCC(=O)Nc3nccs3)nnc2-c2ccccc2)cc1,-9%,-3%,?,.,5%,1,1
O=C1ON=C(c2ccc(Cl)c([N+](=O)[O-])c2)/C1=C/c1cccc([N+](=O)[O-])c1O,-6%,-1%,34%[activator],7%,.,.,.
O=c1cc(-c2ccccc2[N+](=O)[O-])oc2ccccc12,-8%,3%,0%,-3%,5%,6,4
CCSc1nc2sc3c(c2c(=O)n1-c1ccccc1)CCN(C)C3,3%,-9%,82%[activator],3.3µM*,4%,-1,.
CC1=NN(c2ccc(C)c(C)c2)C(=O)/C1=C\C=C\c1ccc([N+](=O)[O-])o1,-12%,-16%,?,1%,-12%,44*,88*
CCc1cccc(CC)c1NC(=S)N1CC2CC(C1)c1cccc(=O)n1C2 (configuration not stated),-11%,6%[2.32 µM],-2%,12%,-6%,-3,-5
O=C(NNc1ccccc1)Nc1ccccc1F,-5%,-26%,37%[activator],-3%,-16%,20*,87*
O=S(=O)(Nc1cccc(-c2ccc(N3CCCCCC3)nn2)c1)c1ccc(F)cc1,3%&-2%,-9%,-12%,37%[activator],8%,43*,85*
O=C1c2ccsc2SCCN1Cc1ccccc1Cl,-26%,8%,-8%,-11%,-1%,2,-2
CCN(CC)CC(=O)Nc1c(Br)ccc2c1OCO2,1%,2%,6%,12%,0%,-2,-22
CC1CCc2c(cnc3ncnn23)C1 (configuration not stated),4%,16%,-10%,-4%,5%,-3,-1
COC(=O)COc1ccc(Oc2cc(C)nc(SC)n2)nn1,4%,14%,34%[activator],1%,-3%,-1,-8
Cc1cc(S(=O)(=O)Cc2noc(-c3c(C)noc3C)n2)c(C)cc1Cl,0%,3%,-20%,-11%,-2%,-2,19
CCn1cc(C(=O)O)c(=O)c2cnc(N3CCN(C(=S)Nc4ccccc4)CC3)nc21,-5%,12%,?,0.12µM*,2%,-2,11
O=C(CCNC(=O)c1ccc(Br)cc1)NCC(c1ccco1)N1CCCCC1 (configuration not stated),-10%,2%,?,?,.,.,.
Nc1cccc2c1C(=O)N(Cc1cccc(Cl)c1)C2=O,-6%,148%[activator],-4%,22%,-1%,2,-5
O=C(c1cccc(OC2CCN(C3CCCC3)CC2)c1)N1CCCCCCC1,0%,-1%,15%,-9%,5%,2,-9
CCC(C)(C)NC(=O)/C=C/c1ccccc1[N+](=O)[O-],5%,-7%,-2%,13%,0%,5,-9
CCOC(=O)c1sc(NC(=O)c2ccco2)c(C#N)c1C,-13%,-10%,11%,33%[activator],0%,-4,-14
COc1ccc(C(=O)NNC(=O)OC(C)(C)C)cc1,-2%,-2%,12%,-8%,3%,1,-8
CC(C)(c1ccccc1)c1ccc(OCC(O)CNC2CCN(Cc3ccccc3)CC2)cc1 (configuration not stated),-9%,?,2.1µM*,3.3µM*,-8%,-6,-28
CCOc1ccccc1OCC(=O)Nc1c(C)n(C)n(-c2ccccc2)c1=O,5%,4%[11.6 µM],-6%,-7%,.,.,.
Cc1cccc(C)c1NC(=S)NC(=O)c1ccccc1F,-2%,48%[activator],-16%,?,1%,-3,-12

# Look-ups from above.
# CC(C)(c1ccccc1)c1ccc(OCC(O)CNC2CCN(Cc3ccccc3)CC2)cc1 (configuration not stated) | Tb PYK inh: -9%
# Nc1cccc2c1C(=O)N(Cc1cccc(Cl)c1)C2=O | Shiga inhibitor: -5
# CCC(C)(C)NC(=O)/C=C/c1ccccc1[N+](=O)[O-] | Shiga inhibitor: -9
# Cc1cccc(C)c1NC(=S)NC(=O)c1ccccc1F | Shiga inhibitor: -12

# New compounds follow
SMILES,Tb PYK inh,AMA1-RON2 inh,Pf growth 96h,Pf growth 48h,LmPK inhibitor,CHX counter,Shiga inhibitor
Cc1cc(C(=O)OCC(=O)Nc2cccc(S(=O)(=O)N(C)C)c2)c2ccccc2n1,-2%,6%,8%,12%,-13%,-4,-13
CC(C)(C)NC(=O)Cn1cnc2cc([N+](=O)[O-])ccc2c1=O,-1%,15%,-26%,13%,3%,-3,2
Cc1ccc(NC(=O)CN(C)C(C)C(=O)N2CC(C)CC(C)C2)cc1 (configuration not stated),1%,15%,?,?,.,.,.
Cc1ccc(S(=O)(=O)N2CCC3(CC2)OCCO3)s1,-4%,-5%,?,8%,-9%,-2,13
CC(=O)Nc1ccc(NC(=O)C(C)OC(=O)CC2CCCC2)cc1 (configuration not stated),1%,-3%,17%,4%,.,.,.
Cc1cc(NC(=S)N(CCN2CCOCC2)Cc2ccccc2F)ccc1Cl,9%,-27%,-21%,-25%,-1%,10,-10
Cc1ccc(S(=O)(=O)N(CC(=O)NCc2cccnc2)C2CCCCC2)cc1,-4%,11%,18%,?,2%,-1,-3
CC(=O)c1c(-c2ccccc2)c2ccccc2[nH]c1=O,2%,-7%,4%,-15%,-2%,1,-8
CCOC(=O)/C=C/C(=O)N1CCc2ccccc21,-9%,-12%,-18%,-12%,?,13,36
O=c1oc2cccnc2n1CCS(=O)(=O)c1ccc(F)cc1,-19%,-20%,3%,-17%,0%,-1,3
O=C1NC(=O)N(Cc2ccco2)C(=O)/C1=C/C=C/c1ccco1,-14%,?,?,12%,2%,0,-4
Cc1cccc(N(C(=O)Nc2ccc(Cl)cc2)C2=NCC(C)S2)n1 (configuration not stated),-3%,13%,?,21%,0%,20*,28
Cc1cccc(CC(=O)N2CCC(N3CCC(C(=O)N4CCOCC4)CC3)CC2)c1,6%,1%,?,69%[activator],6%,-1,-14
CCN(CC)S(=O)(=O)c1cc(C)ccc1NC(=S)Nc1cccnc1,-3%,15%,8%,-3%,1%,11,9
O=C(NCCCn1ccnc1)C(=O)NC1CCCCC1,-2%,-2%,?,1%,2%,8,-15
O=C(NC1CCN(C(=O)Nc2ccccc2)CC1)C1CCCCC1,2%,6%,-28%,.,3%,-5,-26
O=C(Cn1cncn1)c1ccccc1,6%,12%,1%,19%,-4%,-1,2
COc1ccc(N(C)S(=O)(=O)c2ccc3c(c2)NC(=O)CO3)c(OC)c1,-10%,9%,-23%,16%,-5%,-9,-8
C[C@@H](NC(=O)[C@@H]1Cc2ccccc2CN1)C(=O)Nc1ccc2c(c1)OCO2,2%,43%[activator],?,45%[activator],0%,17*,10
O=C(NCc1ccc[n+](CCCCS(=O)(=O)[O-])c1)c1ccc(OC(F)F)cc1,.,.,26%,-2%,-7%,10,-17
Cc1ccc(C(=O)C(C)OC(=O)Cn2[nH]c(=O)c3ccccc3c2=O)cc1C (configuration not stated),8%,-6%,49%[activator],31%[activator],-3%,4,7
COC(=O)c1ccc(COc2cc([N+](=O)[O-])cc3cccnc23)o1,0%,0%,3%,20%,-2%,-3,15
CN(C)CCCn1c(SCC(=O)Nc2nc(-c3cccc(Br)c3)cs2)nc2ccccc2c1=O,2%,-1%,?,?,0%,-3,2
O=C(NC1CC2CCC1C2)C1COc2ccccc2O1 (configuration not stated),-11%,4%,24%,70%[activator],2%,9,17

# Some entries already given, reduced to CHX counter, Shiga inhibitor and Tb PYK inh.
canonical_smiles | CHX counter | Shiga inhibitor | Tb PYK inh
O=C(Cn1cncn1)c1ccccc1 | -1 | 2 | 6%
COc1ccc(N(C)S(=O)(=O)c2ccc3c(c2)NC(=O)CO3)c(OC)c1 | -9 | -8 | -10%
C[C@@H](NC(=O)[C@@H]1Cc2ccccc2CN1)C(=O)Nc1ccc2c(c1)OCO2 | 17* | 10 | 2%

# Going on with the list:
SMILES,Tb PYK inh,AMA1-RON2 inh,Pf growth 96h,Pf growth 48h,LmPK inhibitor,CHX counter,Shiga inhibitor
O=C1N(Cc2cccnc2)C[C@@H]2C[C@@H](c3ccc(-c4ccccc4)cc3)N3CCC[C@@]123,-5%,-14%,?,12µM*,-2%,-1,5
Cc1ccc2c(c1)N(CC(=O)NCc1ccco1)C(=O)CO2,-4%,9%,?,29%,2%,-2,7
O=C(COC(=O)C1CCN(c2ccc(C(F)(F)F)cn2)CC1)Nc1cc(F)ccc1F,1%,-1%,-1%,-26%,.,.,.
O=C(O)c1ccccc1N1C(=O)c2cccc3cccc(c23)C1=O,-1%,14%,8.3µM*,15%,-11%,-2,15
CCCn1c(CN2CCN(C(=O)c3ccco3)CC2)nc2c1c(=O)n(C)c(=O)n2C,-10%,2%,4%,0%,2%,-4,-4
COC(=O)c1cc(OC)c(OC)cc1NC(=O)Nc1ccc(OC)cc1OC,-29%,0%,.,-3%,-13%,-4,-15
CCc1cccc(C)c1NC(=O)CSc1nc(-c2ccccc2F)nc2nc[nH]c12,8%,-19%,?,2%,-4%,-3,-11
C=CCOC(=O)C1=C(C)NC(SCC(=O)OCC)=C(C#N)C1c1ccc(O)c(OC)c1 (configuration not stated),-3%,23%,0%,?,9%,8,15
O=C(Nc1cccc2nsnc12)c1ccc2c(c1)OCCO2,2%,56%[activator],15%,156%[activator],?,30*,108*
CCOC(=O)/C=C/C(=O)OCC(=O)Nc1cccc(Br)c1,-1%,-16%,22%,21%,0%,19,-2
COc1ccc(C(O)P(=O)(O)CCc2ccccc2)cc1 (configuration not stated),-9%,9%,44%[activator],21%,0%,0,12
O=C(NN=C(c1ccccc1)c1ccccc1)C(CCl)C1CCCCC1 (configuration not stated),-3%,8%,?,15%,.,.,.
COc1cc(NC(=S)NCc2ccc(S(N)(=O)=O)cc2)cc(OC)c1,-16%,-4%,24%,3%,-4%,-5,-24
COc1cccc(OC)c1C(=O)OCC(=O)/C(C#N)=C(\C)N,-3%,-8%,22%,22%,1%,18,28

# Bioassay records from PubChem BioAssay.
